KDM5B inh = blocks human KDM5B histone demethylase activity; Potency, µM (top dose mostly 57.7 µM), for the others: at the highest dose activity change, negative = inhibition, usual class: inhibitors; AID 1347165; hit rate 2.6% among 220,000; KDM5B demethylase, FDH-coupled NADH fluorescence (FDH is formaldehyde dehydrogenase); Q9UGL1; active means well fitted inhibition curve with a large enough effect; inconclusive means small, poorly fitted or top-dose-only effect; inactive means no such curve, though single readings can be large or run the other way; further: 0% is about no effect; nearly all actives have a fitted effect of over 70% in size
Target sequence (Q9UGL1 whole entry, looked up): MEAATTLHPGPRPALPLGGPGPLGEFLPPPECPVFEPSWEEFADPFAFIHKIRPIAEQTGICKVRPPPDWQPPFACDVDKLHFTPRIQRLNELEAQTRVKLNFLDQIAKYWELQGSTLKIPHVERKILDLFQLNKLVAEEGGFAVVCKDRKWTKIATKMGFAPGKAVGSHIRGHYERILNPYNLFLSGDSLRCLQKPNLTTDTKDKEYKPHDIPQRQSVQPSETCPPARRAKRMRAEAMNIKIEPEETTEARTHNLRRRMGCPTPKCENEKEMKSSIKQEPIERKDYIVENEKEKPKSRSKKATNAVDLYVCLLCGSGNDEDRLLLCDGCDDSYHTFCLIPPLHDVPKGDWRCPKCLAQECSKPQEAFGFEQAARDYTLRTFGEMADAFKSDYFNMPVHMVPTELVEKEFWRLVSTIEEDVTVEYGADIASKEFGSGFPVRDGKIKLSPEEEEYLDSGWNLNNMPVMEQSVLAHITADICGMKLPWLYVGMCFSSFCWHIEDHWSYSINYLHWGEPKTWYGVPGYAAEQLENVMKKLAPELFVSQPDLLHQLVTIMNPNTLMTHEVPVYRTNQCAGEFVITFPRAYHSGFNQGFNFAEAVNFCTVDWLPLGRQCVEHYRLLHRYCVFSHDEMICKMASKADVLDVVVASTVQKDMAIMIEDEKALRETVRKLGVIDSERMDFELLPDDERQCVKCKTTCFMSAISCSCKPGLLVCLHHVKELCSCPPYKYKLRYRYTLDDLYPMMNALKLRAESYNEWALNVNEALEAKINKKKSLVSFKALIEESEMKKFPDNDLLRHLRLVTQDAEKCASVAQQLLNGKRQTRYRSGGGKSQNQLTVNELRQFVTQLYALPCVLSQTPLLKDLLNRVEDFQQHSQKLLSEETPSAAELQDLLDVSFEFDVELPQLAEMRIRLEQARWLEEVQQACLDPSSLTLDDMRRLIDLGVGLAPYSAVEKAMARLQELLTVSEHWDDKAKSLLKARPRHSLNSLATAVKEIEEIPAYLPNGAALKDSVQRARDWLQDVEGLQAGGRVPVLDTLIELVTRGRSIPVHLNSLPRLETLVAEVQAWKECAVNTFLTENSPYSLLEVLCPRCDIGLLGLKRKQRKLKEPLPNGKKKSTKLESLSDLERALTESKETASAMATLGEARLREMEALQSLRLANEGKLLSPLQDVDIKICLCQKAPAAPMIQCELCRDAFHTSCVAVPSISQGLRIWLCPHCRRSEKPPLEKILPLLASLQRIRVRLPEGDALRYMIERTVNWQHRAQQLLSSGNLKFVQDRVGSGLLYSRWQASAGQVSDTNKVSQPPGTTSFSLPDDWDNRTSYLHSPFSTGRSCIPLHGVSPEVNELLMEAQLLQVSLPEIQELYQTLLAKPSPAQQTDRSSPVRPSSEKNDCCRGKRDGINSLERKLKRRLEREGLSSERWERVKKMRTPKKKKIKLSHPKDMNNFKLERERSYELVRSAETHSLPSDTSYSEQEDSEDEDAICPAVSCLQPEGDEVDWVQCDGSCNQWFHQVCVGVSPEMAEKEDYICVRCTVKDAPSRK
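qHTS format, multiple compound concentrations. Buffer 50 mM HEPES pH 7.5/0.01% Tween-20; 200 nM KDM5BΔAP final; 10 min compound preincubation; substrate-mix levels 12.5 µM peptide, 25 µM α-KG, 0.25 mM NAD⁺; 30 min RT; ΔRFU.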
* = called active by the depositor; ? = inconclusive; & = joins results of further samples; [ ] = remark or other dose. Potency means the concentration at half of the fitted maximal effect. A portion of the library; the hit share may differ from the screen's.

The first 2 entries (preview)
SMILES	KDM5B inh
CC1(C)CCCC(C)(C#CCN2CCN(C(c3ccccc3)c3ccccc3)CC2)O1 (stereo unspecified)	-40%
Cc1sc2cc(C(=O)NCCN(C)C)[nH]c2c1CN1CCCCC1	-16%

All compounds of this part (from the top)
SMILES	KDM5B inh
CC1(C)CCCC(C)(C#CCN2CCN(C(c3ccccc3)c3ccccc3)CC2)O1 (stereo unspecified)	-40%
Cc1sc2cc(C(=O)NCCN(C)C)[nH]c2c1CN1CCCCC1	-16%
COc1ccc(-c2nnc(C[C@@H]3C[C@@H](C(C)C)[C@H](CNc4ccccn4)C=C3C)o2)cc1	?
CC(=O)N[C@@H]1C=C(C(=O)N[C@H](CC(C)C)C(N)=O)C[C@@H](O)[C@@H]1O	-31%[86.2 µM]
COc1ccc(NC(=O)C2CCN(S(=O)(=O)c3ccc4c(c3)CCCC(=O)N4)CC2)c(OC)c1	-8%
Cc1ccc(C)c(NC(=O)C2CC(O)CN2C(=O)Oc2ccccc2)c1 (stereo unspecified)	-2%
CN(CCCOc1ccccc1-c1ccccc1)CCCOc1ccccc1-c1ccccc1	?
COc1ccccc1OCC(=O)Nc1cc(-c2ccc(C)cc2)no1	-7%&-11%
CN1CCCCCCN(C(=O)C2CCC2)[C@H]2CCC[C@H]2C1=O	-3%
CC(C)(Oc1ccc(Cl)cc1)C(=O)Oc1ccc(-c2ccc(C#N)cc2)cc1	?
CC1CCCN(c2nc3ccccc3nc2NS(=O)(=O)c2ccccc2)C1 (stereo unspecified)	-9%
O=C(COc1ccc2oc3c(c2c1)CCCC3)Nc1cccc(Br)c1	?
CC(C)Cc1cc(C(=O)N2CCc3[nH]nc(-c4ccccc4)c3C2)nc(=O)[nH]1	?
CCn1cc(-c2nc3cc(S(=O)(=O)NC(C)C)ccc3n2C(C)C)c(C)n1	?
O=C(C[C@@H]1CCNC[C@@H]1Cc1cc(CSc2ccccc2)on1)NCc1cccnc1	-16%
COc1cccc(CNC(=O)c2ccc(N3CCOCC3)c(NC(=O)Nc3cc(F)ccc3F)c2)c1	?
COc1ccc(S(=O)(=O)NCCc2nnc3ccc(SCC(=O)Nc4ccccc4C)nn23)cc1	?
CCCCCCn1nc(C(=O)Nc2cccc(S(=O)(=O)NC(C)(C)C)c2)c2ccccc2c1=O	-24%
COc1ccc2[nH]cc(/C=C/C(=O)c3ccccc3)c2c1	-2%
Cc1cc(C)nc(NC(=O)CCSc2ccc(Cl)cc2)n1	11%
CCC1(C)NC(=O)N(NC(=O)CCCc2c[nH]c3ccccc23)C1=O (stereo unspecified)	18%
COc1ccc(Oc2coc3cc(OC(C)C(=O)OC4CCCCC4)ccc3c2=O)cc1 (stereo unspecified)	4%
Cc1ccc(-c2nc(C(=O)N3CCN(c4ccccn4)CC3)no2)cc1	14%
CCCCN(C)C(=O)CCC1CCN(c2cc(NC3CC3)ncn2)CC1	-13%
COC(=O)c1c(NC(=O)COc2ccc(OC)cc2)sc2c1CCC(C)C2 (stereo unspecified)	?
COc1ccc(C(=O)OCC(O)COC(=O)c2ccc(OC)cc2)cc1	7%
CSc1ccccc1OCc1cc(C(=O)NCCN2CCCCC2CO)no1 (stereo unspecified)	8%
O=C1NCCn2ccc(=O)cc21	0%
CCOc1ccc(NC(=O)c2ccc(NC(=O)N3CCSc4ncccc43)cc2)cc1	?
Cc1ccc(/C=N/NC(=O)c2cc(C)oc2C)cc1	-21%

Not a retest: an excerpt of the list.
SMILES	KDM5B inh
CCCCCCn1nc(C(=O)Nc2cccc(S(=O)(=O)NC(C)(C)C)c2)c2ccccc2c1=O	-24%
COc1ccc2[nH]cc(/C=C/C(=O)c3ccccc3)c2c1	-2%

Exported field by field: three of the compounds above
CCCCN(C)C(=O)CCC1CCN(c2cc(NC3CC3)ncn2)CC1
- KDM5B inh = -13%
O=C(C[C@@H]1CCNC[C@@H]1Cc1cc(CSc2ccccc2)on1)NCc1cccnc1
- KDM5B inh = -16%
O=C(COc1ccc2oc3c(c2c1)CCCC3)Nc1cccc(Br)c1
- KDM5B inh = ?

Remaining list, next part.
SMILES	KDM5B inh
Cc1cccc(CNC(=O)C2(c3ccc(NS(C)(=O)=O)cc3)CCCCC2)c1	-2%
CC(C)c1cc(-c2nc(-c3ccc(Cl)cc3)no2)n[nH]1	4%
O=C(NNC(=O)c1ccccc1OCC1CCCO1)c1cc2ccccc2cc1O (stereo unspecified)	?
CCNC(=O)N[C@@H]1C=C[C@@H](c2c(C)nn(-c3ccc(C(C)C)cc3)c2C)C1	4%[86.2 µM]
CC(=O)c1ccc(N2CCN(C(=O)c3cn(-c4ccccc4)nc3-c3cccnc3)CC2)cc1	-15%
Cc1c(CN2CCCC(COc3ccccc3C(=O)N3CCC(C)CC3)C2)cnn1C (stereo unspecified)	20%
CC(=O)Nc1ccc(NC(=O)CCC(=O)c2ccc(C)cc2)cc1	-14%
CCOc1ccccc1C(=O)Nc1c(C(=O)N2CCN(C)CC2)oc2ccccc12	-21%
CCc1nc(C#N)c(NCC(c2cccs2)N2CCOCC2)o1 (stereo unspecified)	3%
O=C(c1ccc(F)c(F)c1)N1CCC(n2cc(-c3nc(C4CC4)no3)nn2)C1 (stereo unspecified)	-2%
CC1(CNc2ccccc2)COc2ccc(C(=O)NCCc3cnc[nH]3)cc2N1 (stereo unspecified)	?
COc1ccc(NC(=O)COc2ccc(C(C)C)cc2)c2cccnc12	-3%
COc1ccc(-c2nc(CC(=O)NC3CCN(Cc4ccccc4)CC3)cs2)cc1OC	?
Cc1ccsc1C(=O)Nc1ccc(SC2CCCC2)cc1	-29%
O=C(NCCc1ccccn1)C1c2ccccc2C(=O)N(C2CCCCC2)C12CCCCC2 (stereo unspecified)	-12%
CC(C)NC(=O)Nc1ccc([C@H]2OCC(=O)N(CCN)[C@@H]2CO)cc1	96%[activator][86.2 µM]
COc1cc(C(CC(=O)Nc2cc(C)ccn2)N2Cc3ccccc3C2=O)cc(OC)c1OC (stereo unspecified)	10%
CCn1nc(C(=O)Nc2nc3ccccc3[nH]2)c2ccccc2c1=O	-11%
CN(Cc1ccccc1)C(=O)COC(=O)c1ccc2ccccc2n1	-22%
CC(C)Cn1c(COc2ccc3cc(Br)ccc3c2)n[nH]c1=S	-7%
CC(=O)c1cc2c(cc1N/C(=N/S(=O)(=O)c1ccc(F)cc1)c1ccccc1)OCO2	150%[activator]
CCN1CCC(N(Cc2cccc(OC)c2)C(=O)Nc2ccccc2OC)CC1	3%
CCn1c(=O)c2ccnn2c2ccc(C(=O)O)cc21	22µM*
COc1ccc(CCNC(=O)Cn2c(=O)cc(C(F)(F)F)c3c(C)nn(C)c32)cc1OC	-19%
O=C(c1nnc(CNCc2cccc(F)c2)n1-c1cccnc1)N1CCC[C@@H]1C(c1ccccc1)c1ccccc1	-5%
O=C(NC1CC1)c1cn(-c2ccccc2)nc1-c1ccccc1	-6%
CCN(CC)S(=O)(=O)c1cccc(NC(=O)Cc2ccc(Cl)cc2Cl)c1	-13%
Cc1ccc(Cl)cc1Nc1sc(C(=O)c2ccc(F)cc2)c(N)c1S(C)(=O)=O	?
CCn1ccc2oc(C)c(C(=O)N3CCN(c4ccccc4Cl)CC3)c2c1=O	-27%
N#Cc1ccc(NCc2cc3n(n2)CCCN(C2CCCCC2)C3)nc1	?
O=C(C1CC1)N(Cc1ccc2c(c1)CN(S(=O)(=O)c1ccc(F)cc1)CCO2)c1ccccc1	0%
C=CCn1c(SCC(=O)c2ccccc2)nc2c1c(=O)[nH]c(=O)n2C	-6%
Cc1ccc(-c2cn3nc(N4CCCC(C(=O)NCCc5cccs5)C4)sc3n2)cc1 (stereo unspecified)	9%
Nn1c(SCc2ncc(-c3ccccc3)o2)nnc1-c1ccccc1Cl	1%
CS(=O)(=O)N1CCCC(C(=O)NC2CCCCC2)CCNC(=O)CC1 (stereo unspecified)	10%
CCN(CC)CCCNC(=O)c1nn(Cc2ccccc2)c(=O)c2ccccc12	6%
O=C(Nc1ccccc1)N(c1ccccc1)C1C=CS(=O)(=O)C1 (stereo unspecified)	30%[activator]
COc1ccc(NC(=O)c2ccc3c(c2)S(=O)(=O)N=C(C)N3CC(C)C)c(OC)c1	3%
Cn1cnc(S(=O)(=O)N2CCC(N3C(=O)C4(CCCCC4)C3c3ccncc3)CC2)c1 (stereo unspecified)	2%
NC(=O)c1nnn([C@H]2CCN3C(=O)[C@@H](Cc4ccccc4)NC(=O)[C@@H]3C2)c1C(N)=O	-19%[86.2 µM]
O=C(CCn1nnc2ccccc21)OCC(=O)c1ccc(Cl)cc1	9%
CCCn1cc(NC(=O)CC[C@H]2NC(=O)c3ccccc3NC2=O)c(C)n1	-10%
CCc1nc2c(c(-c3ccc(OC)cc3)n1)CCN(Cc1cncs1)CC2	-20%[115 µM]
Cc1csc(CNC(=O)c2cnccn2)n1	-12%
Cc1nc(N2CCN(C(=O)Cc3ccc(Cl)cc3)CC2)cc(C(F)(F)F)n1	3%
Cc1cc2oc(C(=O)N(Cc3ccc(C(C)C)cc3)C3CCS(=O)(=O)C3)cc(=O)c2cc1Cl (stereo unspecified)	-7%
COc1ccccc1C(=O)N1CCc2c(nc3cc(-c4ccccc4Cl)[nH]n3c2=O)C1	22µM*
Cc1ccc(N(C)C(=O)c2cnc(N3CCOCC3)c3ccccc23)cc1C	10%&-20%
COc1ccc(OCC(=O)N(Cc2ccc(C)o2)C2CCS(=O)(=O)C2)cc1 (stereo unspecified)	-12%
CC(C)C(NC(N)=O)C(=O)Nc1cccc(Cl)c1 (stereo unspecified)	32%[activator]

Looked up above.
Cc1cc2oc(C(=O)N(Cc3ccc(C(C)C)cc3)C3CCS(=O)(=O)C3)cc(=O)c2cc1Cl (stereo unspecified) in KDM5B inh = -7%
O=C(CCn1nnc2ccccc21)OCC(=O)c1ccc(Cl)cc1 in KDM5B inh = 9%
Cc1nc(N2CCN(C(=O)Cc3ccc(Cl)cc3)CC2)cc(C(F)(F)F)n1 in KDM5B inh = 3%

Remaining list, next part:
SMILES	KDM5B inh
COc1ccc2cnn(CC(=O)Nc3ccc(Cl)cc3)c(=O)c2c1OC	?
Cc1ccc(CN2COc3cc(C)c4c(oc(=O)c5ccccc54)c3C2)cc1	-4%
CCOc1ccc2ccccc2c1CNc1nnnn1CC	11%
Cc1cccc(N2CCN(C(=O)C3CCN(C(=O)C4CC4)CC3)CC2)n1	22µM*
COc1cccc(NC(=O)CCc2nnc3n(Cc4ccccc4Cl)c(=O)c4ccccc4n23)c1	-14%
C#CC1(O)CC(C)N(C)CC1C (stereo unspecified)	-5%
C=CCn1c(C)cc(C(=O)CSc2nc3ccccc3o2)c1C	-19%
O=C(NCc1ccccn1)C1CCN(C2CCN(C3CCCCC3)CC2)CC1	21%
O=C(COc1ccc(Nc2ccccc2)cc1)OCC(=O)N1CCCCC1	21%
COc1cccc(C2CC(=O)Nc3ccsc32)c1OC (stereo unspecified)	7%
Cc1nn(-c2nc3ccccc3o2)c2c1C(c1ccc(C(F)(F)F)cc1)CC(=O)N2 (stereo unspecified)	-7%
COc1ccc(CNC(=O)c2cc(-c3ccc(C)c(C)c3)n[nH]2)cc1	23%
CCc1cn(C[C@H](NCCC(C)C)C(=O)O)c(=O)[nH]c1=O	-10%[86.2 µM]
COc1ccc(C(CNC(=O)CCc2nc(-c3ccncc3)no2)N2CCCCC2)cc1 (stereo unspecified)	2%
Cc1ccn2c(Nc3ccc(F)cc3)c(-c3ccccn3)nc2c1	13%
Cc1cc(C)n(CCC(=O)N2CC(Oc3ccccc3-c3nc(C4CC4)no3)C2)n1	-17%
CCc1cccc(NC(=S)N(CCC(C)C)C(C)c2cccs2)c1 (stereo unspecified)	10%
C/C(=N\O)C(C)(C)Nc1ccc(F)cc1	27%
O=C(OCc1c(Cl)cccc1Cl)c1ccccc1Oc1ccccc1	-7%
O=C(O)C(c1c[nH]c2ccc(Cl)cc12)N1CCN(c2ncc(Br)cn2)CC1 (stereo unspecified)	6%
CCNC(=O)O[C@@H]1CO[C@H]2[C@@H]1OC[C@@H]2Nc1nccc(-c2cccs2)n1	28µM*
COc1ccc(-c2cc(-c3c(C)noc3C)cc3c2C(=O)N(C)C3)cn1	32µM*
CCc1ccc2oc(-c3ccc(NC(=O)c4ccc(OC)cc4)cc3)nc2c1	7%
Cn1cc(S(=O)(=O)c2ccccc2)c(=O)c2cc(F)c(N3CCCC3)cc21	-6%
Cc1cc(C(=O)NCC(C)C)ccc1N	18%
CCNC(=O)c1oc2ccccc2c1CSc1nnc(C)s1	12%
COC(=O)Cn1c(=O)c2c(n(Cc3ccccc3)c1=O)N/C(=C/c1ccc(Br)cc1)C2=O	?
O=C(NC1CCCC1)N1CCCC(Cc2nncn2Cc2ccccc2)C1 (stereo unspecified)	13%
COCCn1ccc2c(C3=CCOCC3)nc(-c3cccc4[nH]ccc34)cc21	35µM*
O=C(c1ccccc1F)N1CCC2(CC1)NC(=O)N(Cc1ccccc1)C2=O	-5%
O=c1n(-c2ccc(F)cc2F)nc2n1CCN([S+](=O)([O-])c1cccs1)C2	-25%
O=C(Nc1ccccc1-c1ccccc1)c1ccncc1	10%
CC(NCCC(c1ccccc1)c1ccccc1O)c1ccccc1 (stereo unspecified)	7%

Source: PubChem (National Center for Advancing Translational Sciences (NCATS))
